# UPR CHOP act: activators of apoptotic CHOP UPR arm, primary screen, cell-based, CHO-CHOP luciferase reporter, luminescence, uHTS; UPR activation; percent of tunicamycin response over DMSO baseline; activation, % at 10 µM; hit rate 0.34% among 330,000; AID 449763, 2010;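 active means at 10 µM dose, activation of 40% or more, normalized to positive control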;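 further: 100% = tunicamycin at 10 µg/mL and 0% = DMSO alone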
#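 measured by = luciferase luminescence | assay system = CHO-CHOP cells, stable luciferase reporter of PERK-eIF2a-CHOP signalling | amount = 500 reporter cells seeded per well | timing = 6 h compound exposure at 37 °C after overnight seeding | controls = positive tunicamycin 10 µg/mL, negative DMSO alone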
# Mdm2-MdmX inh: inhibitors of human Mdm2-MdmX association, primary screen, cell-based, luminescence, split luciferase, SaOS-2, uHTS. inhibition, % at 8 µM. Protein Mdm4 (Homo sapiens) + E3 ubiquitin-protein ligase Mdm2 (Homo sapiens), …. AID 485346, 2010. hit rate 3% among 330,000. SaOS-2 split-luciferase Mdm2/MdmX complementation;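 active means inhibition of at least 50% at 8 µM in the primary screen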
# tim23-1 inh: growth inhibitors of tim23-1 mutant yeast, primary screen, luminescence, uHTS; S. cerevisiae tim23-1 growth, BacTiter-Glo luminescence, 24 h; inhibition, % at 20 µM; hit rate 1.3% among 330,000;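 active means growth inhibition of the mutant yeast at or above 50%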;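 further: temperature-sensitive mutant grown at 25 °C; plate controls were DMSO-treated mutant yeast for no effect and medium wells lacking yeast for full effect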
# CXCR6 inh: CXCR6 receptor inhibitors, primary screen, cell-based, beta-arrestin, luminescence, CHO-K1 PathHunter, 1536-well; C-X-C chemokine receptor type 6 (Homo sapiens), O00574; inhibition, % at 20 µM; hit rate 0.36% among 360,000; AID 602244, 2012; in the data active means inhibition above about 34%, passing the limit was not always enough;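 further: antagonist mode with CXCL16 agonist at 10 nM final; 0% = 10 nM CXCL16 with DMSO and 100% = unstimulated wells without agonist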
# Target sequence (O00574 whole entry, looked up): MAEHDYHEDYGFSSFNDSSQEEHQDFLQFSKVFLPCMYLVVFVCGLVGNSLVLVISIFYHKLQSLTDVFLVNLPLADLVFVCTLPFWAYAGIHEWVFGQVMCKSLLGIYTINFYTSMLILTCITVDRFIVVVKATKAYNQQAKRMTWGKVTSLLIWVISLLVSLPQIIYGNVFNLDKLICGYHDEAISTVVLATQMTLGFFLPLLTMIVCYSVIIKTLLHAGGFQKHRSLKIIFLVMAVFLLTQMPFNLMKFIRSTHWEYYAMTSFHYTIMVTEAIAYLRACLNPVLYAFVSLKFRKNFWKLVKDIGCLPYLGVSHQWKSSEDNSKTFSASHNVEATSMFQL
# APJ ag: agonists of human apelin receptor APJ, primary screen, CHO-K1 cells, PathHunter beta-arrestin, luminescence; 0% DMSO wells, 100% apelin; activation, % at 20 µM; hit rate 0.11% among 330,000;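 active means activation more than six SD over the plate average, tested at 20 µM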;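 further: 0% = DMSO alone and 100% = apelin-13 at 10 nM; some results filed as inactive read as strong as hits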
#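 Test system: CHO-K1 APJ beta-arrestin complementation cell line. Amount: cell density 1000 per well. Controls: DMSO negative, 10 nM Apelin-13 positive. Signal: luminescent beta-gal fragment complementation, chemiluminescent substrate. Read-out basis: agonist-driven arrestin binding to APJ. Timing: compound stimulation 90 min at 25 °C, detection 60 min.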
# UPR XBP1 act: activators of adaptive XBP1 UPR arm, primary screen, cell-based, CHO-XBP1 luciferase reporter, luminescence, uHTS; IRE1-XBP1 UPR activation; percent of tunicamycin response, DMSO as zero; activation, % at 20 µM; hit rate 0.33% among 330,000; AID 463104, 2010;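 active means versus positive control, 20 µM dose yields 30% or more activation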;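 further: 100% = tunicamycin at 10 µg/mL and 0% = DMSO only wells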
#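 Test system: CHO-XBP1 luciferase reporter cells | Buffer or medium: Serum-containing F12 medium, 10% FBS | Schedule: 6 h compound exposure at 37 °C, 5% CO2 | Detection: Steady-Glo luciferase glow luminescence, 10 min after reagent addition | Read-out basis: Activation, % of tunicamycin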
# APJ antag: antagonists of human apelin receptor APJ, primary screen, CHO-K1 cells, beta-arrestin complementation, luminescence; AID 2521, 2010; inhibition, % at 20 µM; hit rate 0.32% among 330,000; P35414;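 active means inhibition above about 40% at 20 µM, limit read from the data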;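 further: cells challenged with 10 nM apelin-13 agonist together with compound; plate controls were apelin-13 plus DMSO wells for no effect and DMSO wells lacking apelin-13 for full effect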
# CCR6 antagonist: CCR6 receptor antagonists, primary screen, cell-based, CHO-K1, luminescence, beta-arrestin, uHTS | CHO-K1 CCR6 PathHunter beta-arrestin, CCL20-stimulated | inhibition, % at 20 µM | hit rate 0.49% among 340,000 | AID 493098, 2011 | C-C chemokine receptor type 6 (Homo sapiens), P51684;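 active means compounds whose inhibition of the agonist-driven luminescence signal at 20 µM reaches about 50%, limit read from the data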;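 further: cells stimulated with CCL20 at 14 nM final; plate controls were DMSO with CCL20 for no effect and DMSO without agonist for full effect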
# Target sequence (P51684 whole entry, looked up): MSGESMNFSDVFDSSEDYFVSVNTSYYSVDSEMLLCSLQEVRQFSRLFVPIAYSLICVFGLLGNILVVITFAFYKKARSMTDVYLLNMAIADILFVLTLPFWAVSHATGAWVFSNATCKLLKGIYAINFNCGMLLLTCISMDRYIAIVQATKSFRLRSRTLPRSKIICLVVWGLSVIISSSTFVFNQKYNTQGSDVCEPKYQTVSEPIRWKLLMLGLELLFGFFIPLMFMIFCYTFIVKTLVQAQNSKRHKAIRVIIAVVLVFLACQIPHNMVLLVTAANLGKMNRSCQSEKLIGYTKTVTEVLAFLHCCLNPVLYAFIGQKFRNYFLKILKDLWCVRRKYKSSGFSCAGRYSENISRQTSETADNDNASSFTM
# EBI2 block: EBI2 receptor antagonists, beta-arrestin recruitment, primary screen, cell-based, luminescence, 7a,25-OHC stimulation, uHTS; G-protein coupled receptor 183 (Homo sapiens), P32249; 7a,25-OHC stimulated; inhibition, % at 5 µM; hit rate 0.81% among 360,000; in the data active means inhibition above about 38%;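 further: enzyme fragment complementation signal reports receptor beta-arrestin coupling in cells; 0% = agonist plus DMSO wells and 100% = wells without agonist; some results beyond the cut were filed as inactive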
# Target sequence (P32249 whole entry, looked up, the tested form may be a part): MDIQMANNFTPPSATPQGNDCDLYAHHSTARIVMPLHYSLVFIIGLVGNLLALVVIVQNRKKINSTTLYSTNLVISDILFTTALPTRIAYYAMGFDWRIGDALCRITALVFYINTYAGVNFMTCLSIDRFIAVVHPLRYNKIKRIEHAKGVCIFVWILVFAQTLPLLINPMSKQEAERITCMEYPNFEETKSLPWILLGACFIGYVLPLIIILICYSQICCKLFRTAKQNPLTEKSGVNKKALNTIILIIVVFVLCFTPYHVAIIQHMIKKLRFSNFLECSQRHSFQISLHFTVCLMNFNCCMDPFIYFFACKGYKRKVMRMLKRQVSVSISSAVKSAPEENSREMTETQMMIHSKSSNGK
# An asterisk follows results filed as active; x = not tested or not shown. Some of the compounds tested (hit frequency here may not be typical).
1) CN1C(=O)c2ccccc2C(C(=O)O)C1c1cccc(F)c1 (configuration not stated)
2) Cn1nc(OCc2ccccc2)ccc1=O
3) CCOc1ccc(NC(=O)NC2CCS(=O)(=O)C2)cc1 (configuration not stated)
4) Cc1ccc(S(=O)(=O)NNC(=O)CCC(=O)Nc2ccccc2Cl)cc1
5) CN1CCN(S(=O)(=O)c2ccccc2)CC1
6) CCc1ccc(OCCCCCn2ccnc2)cc1
7) COc1ccccc1NC(=O)NCCCN1CCN(c2cccc(Cl)c2)CC1
8) CCOC(=O)C1=C(C)N2C(=C(C#N)[C@@H]1c1ccc(C(=O)OC)cc1)SC[C@@]2(O)C(C)(C)C
9) COc1ccc(C(C(=O)NC2CCCCC2)N(C(=O)c2ccco2)c2ccc(-n3cnnn3)c(C)c2)cc1 (configuration not stated)
10) Cc1nc(SCc2ccc(O)c([N+](=O)[O-])c2)c([N+](=O)[O-])[nH]1

compound no.	1	2	3	4	5	6	7	8	9	10
UPR CHOP act	0.4	-0.9	-1.6	1.7	-0.5	3.7	-1.0	-1.1	2.0	2.8
Mdm2-MdmX inh	-13	21	18	-8	14	0	23	22	25	-2
tim23-1 inh	9	17	4	4	6	-33	15	19	-7	9
CXCR6 inh	-12	2	1	5	-4	3	9	0	4	17
APJ ag	4	-2	-3	4	-2	-3	-1	3	0	-5
UPR XBP1 act	-2	0	-1	-3	-4	-5	-2	8	-5	-1
APJ antag	-16	-11	10	-2	4	-9	4	9	10	24
CCR6 antagonist	7	-8	12	-9	5	3	17	5	13	11
EBI2 block	2	-5	-13	-3	1	1	0	10	6	-4

11) COc1ccc(C(=O)N2c3ccccc3C=CC2C#N)cc1 (configuration not stated)
12) CCOc1ccc(NC(=O)CN(C)C(=O)CN2C(=O)NC3(CCCC3)C2=O)cc1OCC
13) CCOc1ccccc1OCC(=O)NCc1ccco1
14) O=C(CSc1nnc(-c2ccncc2)n1-c1ccc(Cl)cc1)NCc1cccs1
15) COC(=O)c1ccc(CNC(=O)COC(=O)CC23CC4CC(CC(Br)(C4)C2)C3)cc1
16) CC1(OC(=O)c2cnc3ccccc3n2)C(=O)C=C2C=C(c3ccc(C#N)cc3)OC=C2C1=O (configuration not stated)
17) CCOc1ccccc1NC(=O)Nc1cc(C(=O)O)ccc1C
18) Cc1ccc(C(=O)N[C@H](C(=O)NC2CCCCC2)C(C)C)cc1
19) Cc1cc(NC(=O)CCN2C(=O)C3C4CCC(C4)C3C2=O)c(C)cc1Br (configuration not stated)
20) Cc1ccccc1C(=O)NC1CCN(Cc2ccccc2)CC1

compound no.	11	12	13	14	15	16	17	18	19	20
UPR CHOP act	-0.3	-0.9	0.4	1.0	-0.3	-0.5	-0.1	-1.7	-0.3	-2.4
Mdm2-MdmX inh	2	10	13	-2	16	-14	7	16	20	-14
tim23-1 inh	0	8	-2	-6	31	6	3	23	24	3
CXCR6 inh	1	-5	0	6	-5	x	-3	-6	-10	-6
APJ ag	-3	-7	3	-1	-2	5	-2	-3	-3	-1
UPR XBP1 act	-1	0	0	0	-1	2	-3	1	-1	1
APJ antag	13	-11	20	12	4	-4	-19	-14	12	-15
CCR6 antagonist	0	9	-10	9	17	x	9	13	-6	3
EBI2 block	-12	-8	-4	6	-1	x	3	0	8	-5

21) C=CCn1c(=N)c(C(=O)NCCCOC)cc2c(=O)n3ccccc3nc21
22) COc1cc(CNCc2ccncc2)cc(Br)c1OCc1ccccc1F
23) O=C(NCCN1C(=O)S/C(=C\c2ccc(OC(F)F)cc2)C1=O)c1cnccn1
24) CC1(C)C2C/C(=N\O)C(C)(/[N+]([O-])=C/c3cccc([N+](=O)[O-])c3)CC21 (configuration not stated)
25) O=C(C[n+]1ccc(-c2nnc3n2CCCCC3)cc1)c1ccc(Cl)cc1
26) CCOc1ccc(CNCCNC(=O)c2nonc2N)cc1
27) CC(C)(C)OC(=O)N1CCC(C(=O)N2CCC[C@H]2C(=O)O)CC1
28) O=C(C1CC(c2ccccc2O)=NO1)N1CCc2ccccc2C1 (configuration not stated)
29) CN(Cc1nc(-c2cnccn2)no1)Cc1cccc2ccccc12
30) C/C(=N\N(c1ccccc1)c1ccccc1)c1ccc(N)cc1

compound no.	21	22	23	24	25	26	27	28	29	30
UPR CHOP act	-0.6	-1.4	-0.6	0.6	0.3	0.5	7.9	3.5	-0.9	2.3
Mdm2-MdmX inh	-3	11	41	1	11	17	3	-9	-7	14
tim23-1 inh	-6	-30	46	15	8	-19	10	23	4	29
CXCR6 inh	10	-6	-8	1	0	-6	4	6	3	7
APJ ag	-3	0	1	-1	3	-4	-2	-3	-2	-4
UPR XBP1 act	0	-4	1	3	-3	-3	1	3	1	-2
APJ antag	11	7	-4	7	-8	27	-13	5	1	13
CCR6 antagonist	13	6	8	3	8	-17	-3	15	8	11
EBI2 block	2	20	-12	7	-12	-1	-3	5	3	-12

31) O=C(Nc1cccc(NC(=O)c2ccccc2[N+](=O)[O-])n1)c1ccccc1[N+](=O)[O-]
32) Cc1ccc(C(=O)N/N=C2\CCc3ccccc32)c(C)c1
33) Cc1cc(C)n(CCNC(=O)CC2C(=O)NCCN2Cc2ccc(C)o2)n1 (configuration not stated)
34) COc1ccc(O)cc1
35) CCOC(=O)C1CCCN(c2oc(-c3ccc(F)cc3)nc2C#N)C1 (configuration not stated)
36) Cc1ccc(-n2ncc3c(=O)[nH]c(SCC(=O)N4CCCc5ccccc54)nc32)cc1
37) COC(C[C@@H](O)C[C@@H](O)[C@H](C)OCc1ccccc1)OC
38) CSc1ccccc1NC(=O)CN(Cc1ccccc1)S(C)(=O)=O
39) COc1cc(C(=O)NCc2cccc(Cl)c2)ccc1OCC(=O)N1CCOCC1
40) COC(=O)c1sc(N)c(C(=O)OC)c1Cn1ncc(Cl)c(Cl)c1=O

compound no.	31	32	33	34	35	36	37	38	39	40
UPR CHOP act	-1.2	0.0	1.2	-1.0	2.4	0.6	1.5	0.0	0.1	35
Mdm2-MdmX inh	-39	-87	7	14	8	20	5	13	1	8
tim23-1 inh	4	8	-6	6	26	-9	4	14	-3	26
CXCR6 inh	-2	0	-6	0	-11	-4	-1	-1	-4	2
APJ ag	1	-2	-1	-2	-3	2	2	-5	-1	-2
UPR XBP1 act	-3	1	-2	1	0	0	0	3	-1	-6
APJ antag	-4	-10	6	8	0	13	7	8	12	-40
CCR6 antagonist	-11	0	9	-3	5	-4	3	-12	5	4
EBI2 block	2	0	-2	1	-12	-2	-19	1	5	8

# Screen by screen, from the results shown.
# Compounds 25 to 34 in EBI2 block read -12, -1, -3, 5, 3, -12, 2, 0, -2, 1
# Compounds 25 to 34 in UPR CHOP act read 0.3, 0.5, 7.9, 3.5, -0.9, 2.3, -1.2, 0.0, 1.2, -1.0
# Compounds 25 to 34 in APJ antag read -8, 27, -13, 5, 1, 13, -4, -10, 6, 8

# Further compounds.
41) COc1ccc(NC(=S)NCc2ccc3c(c2)OCO3)cc1
42) COc1cccc(/C=N/NC(=O)c2cc3c(OC)ccc(OC)c3[nH]2)c1O
43) O=C(Nc1nnc(-c2ccc3c(c2)CCCC3)o1)C1CCCCC1
44) O=C(NC(=S)Nc1ccccc1)C1CCCCC1
45) c1ccc(C2CNCc3c2ccc2ccccc32)cc1 (configuration not stated)
46) CCOC(=O)C1=C(CC)Nc2ccccc2N=C1NC(=O)Nc1ccccc1OC
47) COc1ccc(NC(=O)NC2(C(=O)N3CCCC3)CCCCC2)cc1
48) O=C(Nc1cccc(-c2nc3ccccc3o2)c1)c1cccnc1
49) Cc1ccc(C(=O)N2CCCC(C(=O)c3cc(F)ccc3F)C2)s1 (configuration not stated)
50) C/C(CC(=O)NCc1ccco1)=N\NC(=O)C(c1ccccc1)c1ccccc1

compound no.	41	42	43	44	45	46	47	48	49	50
UPR CHOP act	-0.4	-0.4	0.6	5.7	-0.1	2.1	-1.3	0.9	-1.2	-2.0
Mdm2-MdmX inh	11	62*	20	-9	36	2	29	-1	10	4
tim23-1 inh	3	29	-27	24	18	1	-3	-18	11	16
CXCR6 inh	3	4	1	1	4	-8	-5	-9	8	-30
APJ ag	-2	2	-1	-4	-1	-3	-1	-3	-6	2
UPR XBP1 act	-3	6	6	-2	-1	0	4	0	0	-6
APJ antag	16	-2	-3	-12	6	2	20	1	4	-30
CCR6 antagonist	5	-8	12	13	1	12	1	-3	-6	-13
EBI2 block	-6	1	-3	1	-1	-6	-11	8	-8	-8

51) CCOc1ccc2nc(NC(=O)CN3CCN(c4ccccn4)CC3)sc2c1
52) CCn1cnc2c1c(=O)n(CC(=O)NN)c(=O)n2Cc1ccccc1
53) O=C(CSc1nc2scc(-c3ccccc3)c2c(=O)[nH]1)N1CCCCC1
54) COc1ccc(/C=N/OC(=O)Nc2ccccc2)cc1[N+](=O)[O-]
55) COc1ccc2c(c1)c(CC(=O)Nc1ccc(C)cc1)c(C)n2C(=O)c1ccc(Cl)cc1
56) NC(=O)CC(NC(=O)c1ccccc1)c1ccc(N2CCCCCCC2)c([N+](=O)[O-])c1 (configuration not stated)
57) N#CCCn1cc(C(=O)Nc2ccc(C(=O)O)cc2)c(-c2cccc(Br)c2)n1

compound no.	51	52	53	54	55	56	57
UPR CHOP act	0.9	2.1	0.5	4.1	-0.8	0.3	-1.0
Mdm2-MdmX inh	19	-5	3	-46	24	23	15
tim23-1 inh	6	-4	16	11	11	-11	-5
CXCR6 inh	x	-4	-5	2	4	6	7
APJ ag	-4	-2	-3	-1	0	-6	-5
UPR XBP1 act	-1	-1	0	2	0	-1	-5
APJ antag	-7	12	-9	-4	-8	12	19
CCR6 antagonist	19	-11	-9	4	8	11	12
EBI2 block	x	0	3	-1	24	-5	8

# Laid out differently: entries from further up
30: C/C(=N\N(c1ccccc1)c1ccccc1)c1ccc(N)cc1
  UPR CHOP act = 2.3	Mdm2-MdmX inh = 14	tim23-1 inh = 29	CXCR6 inh = 7	APJ ag = -4	UPR XBP1 act = -2	APJ antag = 13	CCR6 antagonist = 11	EBI2 block = -12
31: O=C(Nc1cccc(NC(=O)c2ccccc2[N+](=O)[O-])n1)c1ccccc1[N+](=O)[O-]
  UPR CHOP act = -1.2	Mdm2-MdmX inh = -39	tim23-1 inh = 4	CXCR6 inh = -2	APJ ag = 1	UPR XBP1 act = -3	APJ antag = -4	CCR6 antagonist = -11	EBI2 block = 2

# Bioassay records deposited in PubChem BioAssay by Sanford-Burnham Center for Chemical Genomics.
